High-throughput results from PubChem BioAssay.
DRD3 agonist – agonists of human D3 dopamine receptor | P35462 | D3R DiscoveRx beta-arrestin cells, luminescence, 90 min | max activation, % | 410,000 tested, 0.58% active | AID 652048; in the data active = max activation above about 30%; also: 0% is about no effect; mostly tested at two doses, the higher about 12 µM
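Agonist-mode cell screen: cells plated at 1500/well and incubated overnight at 37 °C, then exposed to library compounds for 90 min at 37 °C. Detection reagent was added for 30–60 min at room temperature, and luminescence was read.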
D3 antag – antagonists of human D3 dopamine receptor; max response, negative = inhibition, %; D3R cells, DiscoveRx beta-arrestin luminescence, antagonist mode; hits give low values; 360,000 tested, 2.5% active; P35462; in the data active = max response below about -50%; inconclusive = no clear call, values can overlap the other calls; also: % is scaled to controls: 0 for no effect and ±100 for the full control effect; mostly tested at two doses, the higher about 12 µM
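Cells plated overnight at 1500 cells/well, then exposed to library compounds with dopamine controls for 90 minutes at 37 degrees C. DiscoveRx reagent added for 30–60 minutes at room temperature; luminescence read, quantitative HTS format.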
pAkt inh – blocks phosphorylation of Akt; Neuro2A IGF-stimulated pAkt S473 HTRF, 20 min; hits give low values; activity change, % for hits at 50 µM; 360,000 tested, 0.32% active; in the data active = activity change below about -80%; inconclusive = mostly about -51% to -80%; also: % is scaled to controls: 0 for no effect and ±100 for the full control effect
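Single-point screen (50 µM final compound) in Neuro2A cells stimulated 20 min with 6 nM IGF at 37 deg C. After lysis, Ser473-phosphorylated Akt read by HTRF (ex 330 nm, em 615/665 nm) as the 665/615 ratio.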
CCT chaperon mod – changes cytosolic chaperonin activity. purified chaperonin ATPase assay, HTRF ADP detection, 30 min. activity change, % (concentration not given with the values), hits read low. 360,000 tested, 0.3% active. AID 651819; in the data active = activity change below about -30%; also: % is scaled to controls: 0 for no effect and ±100 for the full control effect
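TRiC (40 or 20 nM final, by batch activity) in 30 mM Tris pH 7.4, 100 mM KCl, 5 mM MgCl2, 1 mM DTT was treated with compound at 76 uM single dose, then 10 uM ATP, 30 min at 37 °C. ADP was read by HTRF Transcreener.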
EPAC2 agonist – agonists of human EPAC2 (RAPGEF4); EPAC2 activation, biochemical qHTS; response scale: 100% = 6.5 mM cAMP response; 360,000 tested, 0.079% active; Q8WZA2; Potency, µM (top dose mostly 154 µM), without a hit: at the highest dose activation, usual class: activators; also: potency is read from the fitted curve at half-maximal effect; nearly all actives have a fitted effect of over 50% in size
Target sequence (Q8WZA2 whole entry, looked up): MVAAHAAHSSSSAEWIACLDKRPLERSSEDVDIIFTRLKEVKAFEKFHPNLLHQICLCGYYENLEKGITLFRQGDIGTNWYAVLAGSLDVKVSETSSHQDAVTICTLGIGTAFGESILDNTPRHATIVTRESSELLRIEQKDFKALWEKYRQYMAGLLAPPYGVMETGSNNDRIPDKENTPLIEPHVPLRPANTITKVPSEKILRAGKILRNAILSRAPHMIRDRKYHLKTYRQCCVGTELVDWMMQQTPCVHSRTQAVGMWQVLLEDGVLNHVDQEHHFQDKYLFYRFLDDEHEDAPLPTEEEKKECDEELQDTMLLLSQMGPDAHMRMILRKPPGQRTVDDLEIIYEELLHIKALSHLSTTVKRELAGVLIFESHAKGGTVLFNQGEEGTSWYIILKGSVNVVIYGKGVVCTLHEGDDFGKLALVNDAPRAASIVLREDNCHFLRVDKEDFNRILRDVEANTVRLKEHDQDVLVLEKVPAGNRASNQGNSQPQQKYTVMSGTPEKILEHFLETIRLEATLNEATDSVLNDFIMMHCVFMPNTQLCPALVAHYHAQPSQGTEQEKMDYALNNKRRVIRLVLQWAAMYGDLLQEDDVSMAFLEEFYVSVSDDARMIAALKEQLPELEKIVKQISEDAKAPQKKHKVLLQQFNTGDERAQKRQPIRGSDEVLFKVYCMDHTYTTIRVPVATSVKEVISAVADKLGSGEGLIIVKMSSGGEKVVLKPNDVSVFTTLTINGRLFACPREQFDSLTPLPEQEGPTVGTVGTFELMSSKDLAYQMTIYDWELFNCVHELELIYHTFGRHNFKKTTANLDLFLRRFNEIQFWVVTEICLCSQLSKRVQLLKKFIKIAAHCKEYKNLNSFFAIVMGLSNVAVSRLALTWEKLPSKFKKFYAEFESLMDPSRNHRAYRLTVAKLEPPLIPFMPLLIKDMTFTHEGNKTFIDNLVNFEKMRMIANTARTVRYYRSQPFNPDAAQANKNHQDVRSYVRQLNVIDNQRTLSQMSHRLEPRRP
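Guanine nucleotide exchange by EPAC2 is measured as reduced fluorescence of BODIPY-GDP once it is released from 250 nM Rap1B. Plates are read kinetically for 30 min at room temperature; results are scaled to 6.5 mM cAMP.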
PTHR1 agonist – agonists of human PTHR1 parathyroid hormone receptor; AID 743266; HEK293 GP2 PTHR1 cells, GloSensor cAMP luminescence, 1 h; 410,000 tested, 0.075% active; Potency, µM (doses to about 115 µM), without a hit: at the highest dose activation, actives largely listed as activators; also: potency is read from the fitted curve at half-maximal effect; nearly all actives have a fitted effect of over 55% in size; some results filed as inactive show a strong effect at the top dose; inactives centre near -15; many of its hits are not listed in these tables
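HEK-293-derived GP2 cells expressing PTHR1 and a GloSensor cAMP reporter, 3,000/well, plated overnight, given luciferin plus IBMX (each 0.5 mM as added) for 1 h at 37 °C, then compound for 1 h at 37 °C. Luminescence was read after 15 min at room temperature.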
EPAC2 antag – blocks human EPAC2 exchange factor | Q8WZA2 | EPAC2 GEF exchange of Rap1B-BODIPY-GDP, fluorescence | Potency, µM (highest dose often 114 µM), for inactives: at the highest dose activity, negative = inhibition, actives largely listed as inhibitors | 360,000 tested, 0.18% active | AID 720708; also: potency is read from the fitted curve at half-maximal effect; % is scaled to controls: 0 for no effect and ±100 for the full control effect; nearly all actives have a fitted effect of over 45% in size; many of its hits are not listed in these tables
Mm-Cpn inhibitor – M. maripaludis TRiC chaperonin inhibition; purified Mm-Cpn ATPase, ADP Transcreener TR-FRET; Potency, µM (top dose mostly 76.9 µM), inactives show top-dose activity, negative = inhibition, usual class: inhibitors; 330,000 tested, 0.031% active; AID 504842; also: potency is read from the fitted curve at half-maximal effect; % is scaled to controls: 0 for no effect and ±100 for the full control effect; nearly all actives have a fitted effect of over 80% in size
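Compound-treated chaperonin, 25 nM final, turns over 10 uM ATP at 37°C for 30 min following a 10 min preincubation; ADP generated competes with ADP-d2 for Eu-cryptate antibody, lowering FRET.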
Active calls of the source: *; i = inactive; ? = inconclusive; / = not tested or not shown; & = joins results of further samples; [ ] = dose if it differs, or a comment. Unless noted, calls follow the shape of the dose curve; as a rule, active = well fitted curve in the direction sought with a large enough effect; inconclusive = small, poorly fitted or top-dose-only effect, or another doubt; inactive = no such curve, though single readings can be large; an effect the other way counts as inactive or inconclusive. These rows are one share of the data. The share of hits here may be higher or lower than overall.

structure	EPAC2 antag	CCT chaperon mod	pAkt inh	EPAC2 agonist	D3 antag	DRD3 agonist	Mm-Cpn inhibitor	PTHR1 agonist
COc1ccc(CNC(=O)CS(=O)(=O)Cc2nc(-c3cccc(OC)c3)oc2C)cc1	-5%	-5.1	i	-1%	-19	-4	-8%	-27%
O=C(NCc1ccccc1)[C@H]1C[C@@H]1[C@H](NP(=O)(c1ccccc1)c1ccccc1)c1ccccc1	-12%	-4.1	i	12%	-7	-7	-1%	i
CC(=O)Nc1ccc(NC(=O)C(=O)c2cn(CC(=O)N3CCCCC3)c3ccccc23)cc1	3%	-0.7	i	6%	-15	4	-3%	-13%
CCCCCc1ccc(-c2cn(CCc3c[nH]c4ccccc34)nn2)cc1	5%	-0.2	i	-11%	2	0	0%	i
CCCC1CCC(c2ccc(C(=O)NN)cc2)CC1 (stereo not drawn)	-4%	-1.9	i	2%	56	2	-3%	-10%
CC(=O)Nc1ccc2nc(-c3ccco3)[nH]c2c1	21%	-7.2	i	16%	-6	3	-8%	i
Cc1cc(Cl)ccc1Oc1ncnc2oc(-c3ccccc3)cc12	0%	0.8	i	5%	-2	-7	-1%	-5%
O=C(O)C(=Cc1ccnc2ccccc12)C(=O)O	5%	0.6	i	12%	8	-2	/	i
COC(=O)C1=C(NC(=O)c2ccc(C)cc2)CCS1	5%	-1.1	i	5%	21	-13	1%	-6%
Cc1cc([N+](=O)[O-])nn1CC(=O)NCc1ccco1	1%	2.2	i	1%	10	1	0%	i
COc1ccc(C(C(=O)NC2CCCC2)N(CCC(C)C)C(=O)CCC(=O)Nc2cc(C)on2)cc1 (stereo not drawn)	-9%	0.0	i	-1%	-6	-1	-1%	-25%
CCO[C@@H]1OC(C(=O)NCc2nc3ccccc3[nH]2)=C[C@H](c2csc3ccccc23)[C@H]1CCCO	-15%	-3.2	i	14%	6	-22	/	-19%
CC1CCCCC1NC(=O)COCc1cc(-c2cccs2)on1 (stereo not drawn)	-7%	3.1	i	-13%	9	0	0%	i
O=C(O)CCNc1nc(-c2ccccc2)nc2ccccc12	0%	0.1	i	5%	-8	-4	-8%	?
O=C(CSc1n[nH]c(-c2ccc(Br)cc2)n1)N1CCOCC1	-8%	3.1	i	7%	3	-5	?	-9%
CC(CC(=O)NCc1ccco1)S(=O)(=O)c1ccc2c(c1)CCN2C(=O)C1CC1 (stereo not drawn)	-4%	-3.1	i	-5%	0	2	-8%	-4%
O=C(CCCN1C(=O)c2cccc3cccc(c23)C1=O)NCc1ccco1	2%	-1.3	i	-3%	22	7	4%	i
O=C(NCc1ccccn1)C12CC3CC(CC(C3)C1)C2	-7%	-0.9	i	4%	-2	-6	-4%	15%
COc1ccc(-c2onc3ccc(Br)cc23)cc1	13%	-1.4	i	-14%	8	2	-1%	i
CCOc1ccc(CN(C)C(=O)Cc2c[nH]c3ccccc23)cc1	-21%	0.4	i	4%	5	2	3%	-8%
Cc1ccc(S(=O)(=O)N2CCCN(S(=O)(=O)c3ccc(C)cc3)CC2)cc1	-2%	-3.9	i	2%	7	-1	0%	-27%
CCCCC1=CC2=CC(=O)C(C)(OC(=O)CC)C(=O)C2=CN1c1ccccc1 (stereo not drawn)	-12%	0.5	i	-5%	7	13	1%	-10%
COc1ccc(OCC(=O)Nc2cccc(S(=O)(=O)N(C)c3ccccc3)c2)c([N+](=O)[O-])c1	-3%	1.6	i	-4%	8	-4	-4%	-36%[inhibitor]
CC(C)CCNC(=O)NC(=O)CSc1nnc2ccccn12	-3%	-3.0	i	9%	-21	-1	-1%	13%[57.5 µM]
FC(F)(F)c1nnc2ccc(N3CCOCC3)nn12	6%	0.0	i	-10%	16	1	-1%	i
COc1ccc(CNC(=O)C/C(C)=N/NC(=O)c2cnccn2)cc1	7%	-13	i	2%	10	3	1%	i
CSc1ccc(CN2C(=O)C(C)Oc3c(C(C)=O)cccc32)cc1 (stereo not drawn)	?	1.5	i	5%	55	2	/	-49%[inhibitor]
Cc1ccc(NC(=O)COC(=O)C(NS(=O)(=O)c2ccc(Cl)cc2)C(C)O)cc1 (stereo not drawn)	-3%	-2.8	i	11%	-13	3	-1%	-2%
CCOc1ccc(NC(=O)CN2C(=O)NC(C)(c3ccc(OC(F)F)cc3)C2=O)cc1 (stereo not drawn)	-2%	1.2	i	-10%	12	3	3%	-2%
O=c1cc(-c2ccccc2)[nH]n1-c1nc2ccccc2s1	2%	1.0	i	-3%	2	1	1%	-13%

A second format for 2 compounds above.
Cc1ccc(S(=O)(=O)N2CCCN(S(=O)(=O)c3ccc(C)cc3)CC2)cc1
  EPAC2 antag: -2%
  CCT chaperon mod: -3.9
  pAkt inh: i
  EPAC2 agonist: 2%
  D3 antag: 7
  DRD3 agonist: -1
  Mm-Cpn inhibitor: 0%
  PTHR1 agonist: -27%

CCCCC1=CC2=CC(=O)C(C)(OC(=O)CC)C(=O)C2=CN1c1ccccc1 (stereo not drawn)
  EPAC2 antag: -12%
  CCT chaperon mod: 0.5
  pAkt inh: i
  EPAC2 agonist: -5%
  D3 antag: 7
  DRD3 agonist: 13
  Mm-Cpn inhibitor: 1%
  PTHR1 agonist: -10%

Ten compounds out of the list, arranged by count of non-hydrogen atoms, falling.
structure	EPAC2 antag	CCT chaperon mod	pAkt inh	EPAC2 agonist	D3 antag	DRD3 agonist	Mm-Cpn inhibitor	PTHR1 agonist
CCO[C@@H]1OC(C(=O)NCc2nc3ccccc3[nH]2)=C[C@H](c2csc3ccccc23)[C@H]1CCCO	-15%	-3.2	i	14%	6	-22	/	-19%
CC(=O)Nc1ccc(NC(=O)C(=O)c2cn(CC(=O)N3CCCCC3)c3ccccc23)cc1	3%	-0.7	i	6%	-15	4	-3%	-13%
CCOc1ccc(NC(=O)CN2C(=O)NC(C)(c3ccc(OC(F)F)cc3)C2=O)cc1 (stereo not drawn)	-2%	1.2	i	-10%	12	3	3%	-2%
Cc1ccc(NC(=O)COC(=O)C(NS(=O)(=O)c2ccc(Cl)cc2)C(C)O)cc1 (stereo not drawn)	-3%	-2.8	i	11%	-13	3	-1%	-2%
CCCCC1=CC2=CC(=O)C(C)(OC(=O)CC)C(=O)C2=CN1c1ccccc1 (stereo not drawn)	-12%	0.5	i	-5%	7	13	1%	-10%
O=C(CCCN1C(=O)c2cccc3cccc(c23)C1=O)NCc1ccco1	2%	-1.3	i	-3%	22	7	4%	i
COc1ccc(CNC(=O)C/C(C)=N/NC(=O)c2cnccn2)cc1	7%	-13	i	2%	10	3	1%	i
CC(C)CCNC(=O)NC(=O)CSc1nnc2ccccn12	-3%	-3.0	i	9%	-21	-1	-1%	13%[57.5 µM]
O=c1cc(-c2ccccc2)[nH]n1-c1nc2ccccc2s1	2%	1.0	i	-3%	2	1	1%	-13%
COc1ccc(-c2onc3ccc(Br)cc23)cc1	13%	-1.4	i	-14%	8	2	-1%	i

Next section.
structure	EPAC2 antag	CCT chaperon mod	pAkt inh	EPAC2 agonist	D3 antag	DRD3 agonist	Mm-Cpn inhibitor	PTHR1 agonist
CCOc1ccc(NC(=O)CSc2nnc(CCNC(=O)c3ccc(OC)cc3)n2CC)cc1	13%	-0.6	i	-9%	-6	3	0%	i
O=C(NNC(=O)C1CC(c2cccs2)=NO1)NC1CCCCC1 (stereo not drawn)	23%	2.2	i	3%	3	-1	-3%	i
COCCN(C(=O)c1csnn1)C(C(=O)NC(C)(C)C)c1cccc(OC)c1 (stereo not drawn)	1%	0.7	i	1%	-23	-4	3%	-24%[57.5 µM]
COc1cccc(C2C(C#N)=C(N)Oc3c2oc(CO)cc3=O)c1 (stereo not drawn)	8%	0.8	i	5%	-25	-4	-3%	i
CCCC1=Nc2cc(C(=O)NCCN3CCCC3)ccc2Sc2ccccc21	-2%	-1.3	i	7%	?	-13	2%	i
Cn1c(=O)n(C)c2cc(/C=N/NC(=O)c3cccc(Br)c3)ccc21	11%	-1.5	i	-4%	42	1	-1%	i
O=C(CC(O)c1ccncc1)c1ccccc1O (stereo not drawn)	18%	-1.3	i	3%	1	10	/	-16%
C/C(=N\NC(=O)COc1ccc([N+](=O)[O-])cc1)C(C)(C)C	-13%	0.2	i	10%	-12	10	-1%	-6%[57.5 µM]
O=C(CSc1ccc(-c2ccncc2)nn1)N1CCCCC1	1%	-1.4	i	4%	6	5	0%	-21%
COc1ccc(/C(C)=N/NC(=S)Nc2cc(C)ccc2C)cc1	-19%	-3.5	i	24%	-12	-12	-6%	?
NC(=O)c1ccc(N2CCN(S(=O)(=O)c3ccccc3)CC2)c([N+](=O)[O-])c1	-4%	2.6	i	-3%	-5	7	-1%	-32%[inhibitor]
O=C(O)CNC(=O)c1ccc(S(=O)(=O)N2CCOCC2)cc1	4%	-1.6	/	2%	-8	-4	0%	-6%[57.5 µM]
COc1ccc(NC(=O)C(C)N2CCN(C)CC2)cc1 (stereo not drawn)	3%	1.4	i	8%	5	12	1%	i
CCC(=O)N1CCC1(C)C(=O)NCc1ccc(SC)cc1 (stereo not drawn)	3%	1.4	i	6%	11	3	/	i
CC1(C)N([O-])C2=C(CCCC2)[N+]1=O	1%	-0.2	i	-3%	-3	1	-1%	-13%
Cc1ccc(OCC(=O)NCc2ccc3c(c2)OCO3)c([N+](=O)[O-])n1	5%	-0.9	i	-4%	4	2	3%	-23%
CNC(=O)c1c(NC(=O)c2ccco2)sc2c1CCCC2	-4%	-2.1	i	-6%	11	1	-3%	-32%
O=C1CCCN1CC(O)CS(=O)(=O)Cc1ccc(Cl)cc1Cl (stereo not drawn)	4%	1.7	i	11%	11	3	0%	i
Cc1ccccc1CN1CCN(CC2CC3C=CC2C3)CC1 (stereo not drawn)	-3%	-1.1	i	3%	-66*	-17	-1%	-2%[57.5 µM]
CCC(C(=O)NCC1CCCO1)N(C(=O)CNS(=O)(=O)c1ccccc1)c1ccc(F)cc1 (stereo not drawn)	5%	0.8	i	11%	-16	-4	-1%	i
C[C@@H]1Cn2cnc(C(=O)N[C@@H](C)C(=O)OC(C)(C)C)c2C(=O)N1	2%	-2.1	i	-5%	2	1	/	-13%
O=C1CCc2cc(S(=O)(=O)NCc3ccccc3Cl)cc3c2N1CC3	-3%	0.2	i	-4%	19	0&-18	-2%	-13%&-7%
CC(Oc1ccc(Cl)cc1Cl)C(=O)NC(Cc1ccccc1)C(=O)O (stereo not drawn)	-8%	0.6	i	-10%	8	2	/	i
COC(=O)c1sccc1NC(=O)CCC1CCCCC1	-2%	-3.0	i	-3%	-1	2	0%	-4%[57.5 µM]
